# ATG4B inh – ATG4B (human) cysteine protease inhibition | hit rate 0.51% among 340,000 | inhibition, % at 8.33 µM | ATG4B cleavage of LC3-PLA2, NBD-HPC fluorescence, 1 h | Q9Y4P1; in the data active = inhibition above about 40%
# PfG6PD inh – PfG6PD (Plasmodium falciparum) enzyme inhibition. PfGluPho enzyme, NADPH resazurin-diaphorase fluorescence. inhibition, % at 20 µM. hit rate 0.78% among 350,000;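 active = inhibition reaching at least a set limit at 20 µM in the primary screen, cut at about 59% in these data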;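 note: 0% = DMSO wells with substrate and 100% = DMSO wells lacking glucose-6-phosphate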
# SENP6 block – blocks the human protease SENP6; Q9GZR1; Recombinant SENP6 catalytic domain, aminoluciferin luminescence; inhibition, % at 10 µM; hit rate 1.8% among 330,000; AID 2599;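 active = inhibition above about 50% at the single tested dose, limit read from the data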;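 note: plate controls were DMSO wells with enzyme for no effect and DMSO wells lacking enzyme for full effect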
# Target sequence (Q9GZR1 628-1112 limits assumed): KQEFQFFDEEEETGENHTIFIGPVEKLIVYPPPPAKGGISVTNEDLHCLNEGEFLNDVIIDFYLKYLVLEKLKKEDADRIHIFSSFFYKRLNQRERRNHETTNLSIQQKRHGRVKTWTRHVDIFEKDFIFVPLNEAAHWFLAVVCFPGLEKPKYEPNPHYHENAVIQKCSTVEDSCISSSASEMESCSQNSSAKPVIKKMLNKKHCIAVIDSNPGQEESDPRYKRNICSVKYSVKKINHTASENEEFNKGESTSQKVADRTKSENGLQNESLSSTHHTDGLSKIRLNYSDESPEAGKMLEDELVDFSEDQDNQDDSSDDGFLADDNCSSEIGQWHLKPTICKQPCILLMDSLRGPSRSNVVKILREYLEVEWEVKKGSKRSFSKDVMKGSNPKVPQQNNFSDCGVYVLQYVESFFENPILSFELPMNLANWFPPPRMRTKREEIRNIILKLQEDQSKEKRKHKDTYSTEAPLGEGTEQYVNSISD
# NR3A LBD binder – NR3A (human) ligand-binding domain modulation | NR3A LBD differential scanning fluorimetry, Tm shift; 0% = protein alone, 100% = glycine-bound protein | Tm shift relative to glycine control, % at 25 µM | hit rate 2.5% among 340,000 | AID 1259313;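 active = melting temperature shift of at least 10% of the positive control shift, at one fixed dose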
# HKDC1 inhibitor – HKDC1 (human) hexokinase inhibition | Q2TB90 | recombinant HKDC1, G6PDH/diaphorase resazurin coupled fluorescence | inhibition, % at 20 µM | hit rate 0.16% among 340,000 | AID 493160;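 active = inhibition above about 35% when tested at 20 µM, limit read from the data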;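 note: plate controls were DMSO wells with enzyme for no effect and DMSO wells lacking enzyme for full effect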
#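 Assay system: in-house recombinant HK5 (HKDC1) enzyme. Input: HKDC1 at 5 µg/mL. Medium: Tris pH 8.0 buffer with MgCl2, Tween-20, BSA, BME. Dosing: single 20 µM dose. Schedule: 90 min reaction incubation at room temperature, dark. Signal: resazurin-to-resorufin fluorescence via G6PDH and diaphorase coupling, 525/613 nm. Controls: DMSO-enzyme wells negative, buffer-substituted wells positive.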
# SENP7 inh – inhibitors of human SENP7 protease. inhibition, % at 5 µM. recombinant SENP7, Z-RLRGG-aminoluciferin luminescence, 40 min. Q9BQF6. hit rate 1.5% among 330,000;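 active = inhibition above about 50% at the single test dose, limit read from the data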;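 note: plate controls were DMSO with enzyme for no effect and no enzyme buffer wells for full effect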
# Target sequence (Q9BQF6 706-1050 limits assumed): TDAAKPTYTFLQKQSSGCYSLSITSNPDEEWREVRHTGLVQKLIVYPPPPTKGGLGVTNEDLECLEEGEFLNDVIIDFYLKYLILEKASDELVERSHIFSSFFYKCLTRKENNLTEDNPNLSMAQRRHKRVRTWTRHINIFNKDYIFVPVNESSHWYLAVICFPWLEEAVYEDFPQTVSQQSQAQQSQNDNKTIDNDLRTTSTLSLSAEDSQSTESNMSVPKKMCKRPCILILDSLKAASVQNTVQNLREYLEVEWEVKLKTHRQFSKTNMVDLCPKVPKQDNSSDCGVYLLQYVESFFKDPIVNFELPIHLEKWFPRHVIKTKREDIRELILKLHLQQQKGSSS
# SENP8 inh – SENP8 (human) protease inhibition. inhibition, % at 20 µM. hit rate 0.64% among 360,000. AID 602440. recombinant SENP8, Nedd8 substrate fluorescence; in the data active = inhibition mostly above about 40%, no sharp cut-off; inactive = mostly below about 27%
# Target sequence (Q96LD8 whole entry, looked up): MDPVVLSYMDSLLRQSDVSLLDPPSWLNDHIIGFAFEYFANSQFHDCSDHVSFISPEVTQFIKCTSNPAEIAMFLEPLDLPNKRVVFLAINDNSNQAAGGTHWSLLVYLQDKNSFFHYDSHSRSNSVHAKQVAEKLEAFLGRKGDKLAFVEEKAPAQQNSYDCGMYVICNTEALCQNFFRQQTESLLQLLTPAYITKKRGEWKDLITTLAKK
# MPTP inh – permeability transition pore inhibition; isolated mouse mitochondria, Ca2+ swelling absorbance, 30 min; inhibition, % at 10 µM; hit rate 1.4% among 360,000;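 active = inhibition of 50% or more, scaled per plate between neutral and stimulator controls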;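 note: 0% = DMSO wells given calcium and 100% = 1 mM EGTA wells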
# Numbers without * were called inactive; i = inactive; / = no result given.
# Sequence of screens – SENP8 inh	SENP7 inh	SENP6 block	PfG6PD inh	NR3A LBD binder	MPTP inh	ATG4B inh	HKDC1 inhibitor
- CC(=O)C[C@H]1c2cc(C(F)(F)F)ccc2S(=O)(=O)N1Cc1ccccc1
  0.5	-2.7	-1.1	9.9	-0.2	-0.9	-9.1	-1.1
- Cc1cc2cc(CNC(=O)c3cccc([N+](=O)[O-])c3)ccc2n1C
  -9.1	-5.8	3.4	-6.9	0.5	-0.7	-2.2	-3.0
- CCN(CC)C(=O)CCCc1c[nH]c2ccccc12
  0.9	-3.1	-21.6	-2.4	-0.6	-1.5	1.8	3.7
- CC(C)(C)c1nnc(NC(=O)CCS(=O)(=O)c2ccccc2)s1
  -4.7	-1.2	8.5	13.5	-0.6	2.0	1.7	-4.4
- Cc1c(C)n(CCc2ccccc2)c2ncnc(NCCCO)c12
  12.1	-7.5	-27.6	18.3	-1.0	1.8	-6.0	2.6
- CCn1c(=O)c(C(=O)NNS(=O)(=O)c2ccc(Cl)cc2)c(O)c2ccccc21
  -16.3	3.3	3.5	-18.6	-4.8	-30.4	0.9	-0.6
- COc1ccc(NC(=O)c2ccc(-n3cncn3)c([N+](=O)[O-])c2)cc1OC
  14.4	2.4	-9.2	-6.0	0.6	-0.3	3.6	1.9
- O=S(=O)(c1ccc(Cl)s1)N1CCCCC1
  5.1	-5.3	-11.7	13.3	-1.3	1.5	-1.5	-7.5
- Cc1cccc(C(=O)Nc2ccc(S(=O)(=O)Nc3nc(C)cc(C)n3)cc2)c1
  1.3	9.4	0.1	25.1	12.6*	0.3	-7.2	-0.8
- COc1ccccc1-c1sc2cc3c(cc2c1C#Cc1cncn1C)OCO3
  i	10.0	-0.4	7.5	-13.8	0.4	1.1	-6.2
- Cc1cc(C)cc(OCC(=O)Nc2cc(NC(=O)COc3cc(C)cc(C)c3)cc(C(=O)O)c2)c1
  2.5	-3.0	14.7	-1.5	-7.1	1.6	5.0	9.8
- CCOC(=O)C1CCN(S(=O)(=O)c2c[nH]c(=O)[nH]c2=O)CC1
  18.7	0.1	-15.7	-11.8	-0.4	-1.6	5.5	1.1
- N#Cc1ccccc1NC(=O)c1ccccc1OCC(=O)Nc1ccc2c(c1)oc1ccccc12
  7.2	-1.4	-7.4	-24.8	23.0*	8.2	0.5	-4.6
- CCN(CC)c1ccc(/C=N/n2c(=S)[nH]nc(C)c2=O)cc1
  -4.1	4.4	-21.7	13.4	-0.5	0.1	2.9	-1.4
- COc1ccc(CNC(=O)CN(C(=O)c2csnn2)c2ccccc2F)cc1
  1.4	11.4	-4.4	-12.1	6.9	0.3	-5.5	-5.6
- Cc1ccc(/C=N/NC(=S)N2CCOCC2)cc1
  20.0	-10.5	-12.5	25.4	-1.6	-0.5	1.5	-27.1
- CNC(=S)N1N=C(c2ccc(OC)cc2)CC1c1ccccc1Cl (centres undefined)
  -51.2	-1.7	6.5	9.7	2.5	9.1	-5.3	-2.4
- O=c1cc(CN2CCN(c3ccc(F)cc3)CC2)c2cc3c(cc2o1)CCCC3
  -3.6	-3.8	2.8	5.9	-1.3	0.6	9.6	-11.9
- O=c1cc(-c2ccc(O)cc2)oc2c(O)c(O)c(O)c(O)c12
  71.2*	11.4	44.3	-18.1	-11.0	1.0	9.0	1.5
- CC(NC(C)c1ccccc1Cl)C(=O)Nc1cccc(S(=O)(=O)N2CCCCC2)c1 (centres undefined)
  -0.4	-1.1	6.9	3.7	-7.6	0.1	1.7	-1.0

# 2 entries from above in another layout:
molecule	SENP8 inh	SENP7 inh	SENP6 block	PfG6PD inh	NR3A LBD binder	MPTP inh	ATG4B inh	HKDC1 inhibitor
Cc1cc(C)cc(OCC(=O)Nc2cc(NC(=O)COc3cc(C)cc(C)c3)cc(C(=O)O)c2)c1	2.5	-3.0	14.7	-1.5	-7.1	1.6	5.0	9.8
CCOC(=O)C1CCN(S(=O)(=O)c2c[nH]c(=O)[nH]c2=O)CC1	18.7	0.1	-15.7	-11.8	-0.4	-1.6	5.5	1.1

# Other compounds.
# Sequence of screens – SENP8 inh	SENP7 inh	SENP6 block	PfG6PD inh	NR3A LBD binder	MPTP inh	ATG4B inh	HKDC1 inhibitor
- O=c1cc(-c2ccc(O)cc2)oc2c(C3OCC(O)C(O)C3O)c(O)c(C3OC(CO)C(O)C(O)C3O)c(O)c12 (centres undefined)
  11.1	1.1	12.6	15.5	-1.8	0.2	-6.3	-1.4
- CC(=O)OC(C(=O)N1CCN(c2ccccc2F)CC1)c1ccccc1 (centres undefined)
  3.9	0.4	1.6	7.2	0.2	2.1	-7.4	-0.7
- O=C(O)c1cccc(S(=O)(=O)Nc2cccc3ccccc23)c1
  4.4	-3.5	4.5	-20.5	0.9	-0.3	-5.2	1.2
- CSc1nnc(-c2cc(C)on2)n1-c1ccccc1
  13.2	7.0	-14.5	-4.1	8.2	0.6	-1.7	-13.9
- COCCCNC(=O)CNC(=S)N(Cc1ccccc1F)C1CCCCC1
  25.6	0.2	-11.6	-4.7	-0.2	1.2	-6.8	-0.9
- Nc1cc(-c2ccc(Br)cc2)nn1S(=O)(=O)c1cccc2nsnc12
  25.5	9.6	-20.5	2.4	0.3	1.8	-3.0	-0.6
- CN(Cc1ccccc1)S(=O)(=O)c1nnc(NC(=O)c2ccccc2)s1
  -105.2	3.7	32.0	43.6	-0.6	2.7	8.2	-0.5
- COC(=O)c1ccc(-c2csc(NC(=O)C3=COCCO3)n2)cc1
  -45.3	-1.9	1.8	15.4	-0.8	1.2	-11.9	-2.2
- CCCOc1ccc(OCCSc2nnc(N)s2)cc1
  /	8.6	1.1	16.1	-1.8	/	4.0	-5.0
- C[n+]1ccc(/C=C/c2ccc(Br)cc2)cc1
  -155.0	1.2	-10.8	20.7	-0.5	4.4	-0.2	-1.9
- COc1ccc(OC)c(NC(=O)Cn2c(CCC(=O)O)ccc2-c2cccs2)c1
  -170.4	0.8	3.6	-6.5	-1.7	-2.1	1.5	-7.7
- Cc1ccc(-n2c(C)nn(CCOc3ccccc3)c2=O)cc1
  9.5	6.7	-33.6	8.7	-0.3	-0.4	-10.7	-5.7
- CCC1SC(CC)C(=O)N(CC(=O)NCc2ccc(F)cc2)C1=O (centres undefined)
  11.6	-5.2	-14.3	-0.8	-0.9	-0.8	-0.7	-9.7
- Cc1nn(-c2nc3ccccc3s2)c(N)c1-c1ccccc1
  -2.1	-7.4	10.3	2.8	-11.4	2.7	5.7	-5.4
- CCOC(=O)NC(NC(=S)Nc1ccccc1[N+](=O)[O-])C(Cl)(Cl)Cl (centres undefined)
  12.7	-1.5	6.5	24.0	-6.3	13.5	-6.7	-4.1
- Cc1c(NS(=O)(=O)c2cc([N+](=O)[O-])ccc2Cl)c(=O)n(-c2ccccc2)n1C
  25.9	3.4	-18.6	9.5	1.9	1.9	-4.3	0.4
- CCc1nc(SCC(=O)c2cccs2)c2oc3ccccc3c2n1
  13.2	4.9	-2.5	13.0	2.5	4.5	1.6	2.8
- Cc1cccc(OCc2nnc(SCc3cc(=O)n4cc(Br)ccc4n3)o2)c1
  -107.6	6.3	2.1	-5.3	1.3	-1.1	3.8	2.2
- Cc1nc(N2CCN(C(=O)c3ccc(Cl)cc3)CC2)c(C#N)c2c1COC(C)(C)C2
  i	-9.2	2.4	-18.1	-0.8	3.9	2.8	0.9
- CCCn1nnnc1NCc1ccc(CC)cc1
  4.4	4.6	-6.2	-14.8	-1.2	0.4	5.4	-4.8

# (cont.)
# Sequence of screens – SENP8 inh	SENP7 inh	SENP6 block	PfG6PD inh	NR3A LBD binder	MPTP inh	ATG4B inh	HKDC1 inhibitor
- CCCCN(C)S(=O)(=O)c1ccc(C(=O)Nc2nnc(C3=COCCO3)o2)cc1
  12.4	6.6	-3.9	-18.5	-4.8	-2.3	3.1	-11.3
- CCc1nnc(NC(=O)CSc2nnc(COc3cccc(C)c3)o2)s1
  13.5	9.0	-10.2	-23.6	1.1	-1.9	-19.0	-0.8
- N/C(=N\OC(=O)CCCOc1ccc(Cl)cc1Cl)c1ccncc1
  4.0	6.7	-6.1	5.1	-3.4	0.6	-4.9	-2.3
- Cc1cccc2nnc(-c3ccccc3)n12
  -3.1	/	/	5.7	0.4	-1.2	-1.7	-7.7
- COc1cc(CNc2nc(C)c([N+](=O)[O-])c(C)c2C#N)cc(OC)c1OC
  26.5	1.8	-4.5	5.8	2.1	27.9	-6.5	0.2
- COc1ccc2ccccc2c1/C=N/NC(=O)CC1(C)OCCCO1
  -58.0	5.8	-12.1	16.1	-2.7	-0.4	-2.4	6.7
- O=C1c2cc(O)c(O)cc2S(=O)(=O)C1c1ccccc1 (centres undefined)
  -28.8	-10.6	-9.4	-10.1	-0.8	0.5	-5.6	-8.9
- NC(=O)c1cc(S(=O)(=O)N2CCCC2)ccc1OCCOc1ccccc1
  10.7	-7.8	-11.0	5.5	3.7	1.0	-7.9	-3.6
- COc1ccc(CC(=O)N(Cc2ccccc2)c2ccccc2)cc1S(=O)(=O)N1CCOCC1
  -3.1	-3.0	2.4	-16.0	0.2	-1.0	1.1	-0.4
- CC(O)CNc1nc(N)[nH]c(=O)c1N=Nc1ccccc1 (centres undefined)
  13.6	/	/	14.5	1.8	-1.0	-4.8	-4.2
- Cc1ccc(Cn2c(=N)c(C(=O)NCC3CCCO3)cc3c(=O)n4ccccc4nc32)cc1 (centres undefined)
  -294.6	2.9	-3.0	11.1	-0.7	1.3	-4.0	1.4
- COc1cc(C(NC(C)=O)NC(C)=O)ccc1OCc1ccccc1
  10.7	-3.4	-0.1	6.5	0.5	-0.1	-4.6	-2.2
- CN(C)/C=N/c1c(C#N)nnn1Cc1ccccc1
  17.8	-7.8	-11.9	13.3	0.9	-1.9	-3.4	3.4
- CCN(CC)CCN1C(=O)C(=O)/C(=C(/O)c2c(C)[nH]c(C(=O)OC)c2C)C1c1ccc(C)o1 (centres undefined)
  11.4	0.3	-8.6	1.0	1.1	4.3	-4.8	-0.7
- Cc1ccc(S(=O)(=O)N(CC(=O)NCCSc2ccccn2)c2ccccc2F)cc1
  1.9	-3.5	-11.6	-4.0	1.5	0.5	-6.8	1.4
- COc1ccc(-n2nc(C(=O)NCC(=O)NC(C)C)c3ccccc3c2=O)cc1
  -73.7	5.0	6.2	-13.7	0.6	0.0	8.0	-4.6
- O=C(NCc1cc(C(F)(F)F)ccc1F)C1CCC(=O)N(C2CCCCCC2)C1 (centres undefined)
  7.6	10.1	19.6	4.0	-1.3	-2.0	28.9	-3.1
- COCCCNC(=O)CC(NS(=O)(=O)c1ccc(OC)cc1)c1ccc(OC)cc1 (centres undefined)
  23.3	-5.0	4.0	-3.6	-0.6	0.7	-1.5	-7.9
- Cn1c(=O)c2[nH]c(CCc3ccncc3)nc2n(C)c1=O
  -31.4	/	/	0.4	1.5	0.0	-0.7	-4.9
- Cc1cc(Nc2ncc(Cl)cc2Cl)n(-c2ccccc2C)n1
  10.7	-0.3	-13.6	-4.6	-0.5	-0.4	31.6	-2.8

# More structures:
# Sequence of screens – SENP8 inh	SENP7 inh	SENP6 block	PfG6PD inh	NR3A LBD binder	MPTP inh	ATG4B inh	HKDC1 inhibitor
- CC(C)N(C(=S)NCc1ccccc1)C(C)C
  15.1	2.0	9.3	-4.2	-1.8	-0.6	5.9	-5.5
- OCC1(CCOc2ccccc2)CCN(Cc2cn[nH]c2-c2ccc(F)cc2)CC1
  7.0	9.7	-7.8	1.2	-0.7	-1.1	-1.5	-1.3
- O=C(c1cc2ccccn2n1)N1CCN(c2ccccn2)CC1
  7.4	-0.6	-8.4	-0.5	-1.2	-0.6	0.8	-3.4
- NS(=O)(=O)c1ccc(NC(=O)COC(=O)C23CC4CC(CC(C4)C2)C3)cc1
  13.8	1.4	-13.9	9.7	-10.5	4.3	-7.8	-1.9
- CC(C)(CO)NC(=O)c1ccc2c(c1)C(=O)c1ccccc1-2
  18.7	4.5	-1.6	12.1	0.6	-0.1	-10.5	-2.9
- CC(=O)c1ccc(NC(=O)c2ccn(C(=O)OCC(C)C)n2)cc1
  8.4	-2.9	0.5	-12.0	-5.3	2.5	-12.7	-6.2
- O=C1CS/C(=C\S(=O)(=O)c2ccc(Cl)cc2)N1
  7.8	-2.2	-0.8	-39.5	-0.1	-1.1	0.2	0.3

# Source: PubChem (Sanford-Burnham Center for Chemical Genomics)
